Assay outcomes as filed in PubChem BioAssay.
ASAP1 GAP inh – inhibitors of human ASAP1 ArfGAP activity, primary screen, biochemical, fluorescence polarization | Arf-GAP with SH3 domain, ANK repeat and PH domain-containing protein 1 (Homo sapiens), … | ASAP1-stimulated ARF1 GTP hydrolysis, GDP FP detection | inhibition, % at 16.5 µM | 360,000 compounds, 0.19% hits | AID 624377, 2012; in the data active = inhibition above about 25%;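 note: 0% = vehicle with enzyme and substrate and 100% = no enzyme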
Tn6 DDE FP – inhibitors of Tn6 peptide binding to fibrin DD(E), primary screen, biochemical, fluorescence polarization, human fibrin, Tn6 probe | Fibrinogen beta chain (Homo sapiens), P02675 | Fibrin DD(E) TRITC-Tn6 fluorescence polarization displacement | inhibition, % at 8.3 µM | 370,000 compounds, 0.21% hits;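 active = inhibition above a per-campaign cutoff: mean of compounds within control limits plus 3 SD, cut at about 15% in these data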;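 note: 0% = median of all compound wells on the plate and 100% = blocking peptide control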
Target sequence (P02675 whole entry, looked up): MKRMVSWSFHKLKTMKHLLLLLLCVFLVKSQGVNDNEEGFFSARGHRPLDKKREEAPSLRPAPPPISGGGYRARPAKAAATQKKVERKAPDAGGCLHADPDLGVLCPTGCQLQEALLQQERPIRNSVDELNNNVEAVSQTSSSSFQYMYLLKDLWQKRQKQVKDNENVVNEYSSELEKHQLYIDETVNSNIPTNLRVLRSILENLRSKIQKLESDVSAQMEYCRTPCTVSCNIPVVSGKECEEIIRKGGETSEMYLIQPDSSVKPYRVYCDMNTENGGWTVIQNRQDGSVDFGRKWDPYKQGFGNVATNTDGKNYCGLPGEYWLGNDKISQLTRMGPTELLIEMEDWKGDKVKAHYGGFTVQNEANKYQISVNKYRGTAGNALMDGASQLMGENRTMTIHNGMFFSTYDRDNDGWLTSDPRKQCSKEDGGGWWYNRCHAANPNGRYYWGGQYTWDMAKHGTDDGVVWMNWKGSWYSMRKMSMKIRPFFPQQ
PLC-gamma1 inh – PLC-gamma1 enzyme inhibitors, primary screen, biochemical, fluorescence, purified enzyme | 1-phosphatidylinositol 4,5-bisphosphate phosphodiesterase gamma-1 (Homo sapiens), P19174 | fluorogenic substrate | inhibition, % at 12.2 µM | 370,000 compounds, 0.84% hits | AID 720700, 2013; in the data active = inhibition above about 9.5%
ARFGAP1 inhibitor – inhibitors of rat ARFGAP1 GAP activity, primary screen, biochemical, fluorescence polarization, GDP tracer; ADP-ribosylation factor GTPase-activating protein 1 (Rattus norvegicus), Q62848; Arfgap1-stimulated ARF1 GTP hydrolysis, GDP FP detection; inhibition, % at 16.5 µM; 360,000 compounds, 0.26% hits; AID 651572, 2012;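 active = inhibition above a per-plate limit, mean inhibition of low control wells plus 3 SD, cut at about 25% in these data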;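 note: 0% = DMSO wells with enzyme and 100% = wells lacking Arfgap1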
Target sequence (Q62848 1-136 limits assumed): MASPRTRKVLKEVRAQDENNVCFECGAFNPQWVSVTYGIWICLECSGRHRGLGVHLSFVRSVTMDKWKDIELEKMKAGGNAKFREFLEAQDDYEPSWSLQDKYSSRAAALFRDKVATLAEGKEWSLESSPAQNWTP
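Repeats: one replicate per compound; assay system: rat Arfgap1 catalytic domain, aa 1-136; times: enzyme reaction 120 min at 25 °C after 20 min preincubation; detection: FP of antibody-bound GDP Alexa 633 tracer, ex 620/em 688 nm; benchmarks: high control wells lacking Arfgap1, low control full reaction with DMSO; reagent: human ARF1(Δ1-17)-GTP substrate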
UHRF1 binding – UHRF1 methylated DNA binding inhibitors, primary screen, counter-screen for MBD2 inhibitor project, biochemical, TR-FRET, human UHRF1, single concentration; AID 687016, 2013; E3 ubiquitin-protein ligase UHRF1 (Homo sapiens), Q96T88; UHRF1 binding to methylated oligo; inhibition, % at 4.4 µM; 370,000 compounds, 0.75% hits; in the data active = inhibition above about 21%;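 note: UHRF1 SRA domain binding a hemimethylated CpG hairpin DNA probe; 0% = median of test compound wells and 100% = reference inhibitor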
PLC-beta3 inh – human PLC-beta3 inhibitors, primary screen, biochemical, fluorescence; 1-phosphatidylinositol 4,5-bisphosphate phosphodiesterase beta-3 (Homo sapiens), Q01970; Purified PLC-beta3, fluorogenic substrate; inhibition, % at 12.2 µM; 370,000 compounds, 0.18% hits; AID 720704, 2013; in the data active = inhibition above about 11%;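 note: 0% = median of compound wells on plate and 100% = full blocker control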
sPLA2-III inh – human group III sPLA2 inhibitors, primary screen, biochemical, QFRET, BODIPY PC-A2 liposome substrate | inhibition, % at 12.2 µM | QFRET BODIPY PC-A2 liposome hydrolysis, fluorescence | Group 3 secretory phospholipase A2 (Homo sapiens), Q9NZ20 | 370,000 compounds, 0.56% hits;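 active = inhibition above mean plus 3 SD of compounds lying within the high and low control bounds, cut at about 19% in these data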;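 note: 0% = median of test compound wells and 100% = no enzyme DMSO wells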
Tn7 DDE FP – inhibitors of Tn7 peptide binding to fibrin DD(E), primary screen, biochemical, fluorescence polarization, human fibrin, Tn7 probe | Fibrinogen beta chain (Homo sapiens), P02675 | 370,000 compounds, 0.13% hits | AID 720508, 2013 | inhibition, % at 8.3 µM | FP displacement of FITC-Tn7 peptide from fibrin DD(E); 0% = median of compound wells per plate;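 active = inhibition above the mean of compounds falling within the control limits plus 3 SD of them, cut at about 14% in these data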;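 note: 0% = plate median of compound wells and 100% = 10 µM Aha-Tn7 peptide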
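Assay system: Human fibrin DD(E) protein | Medium: Tris buffer with calcium and detergent, pH 7.8 | Reagent: 0.1 µM fluorescent Tn7 | Compound dosing: Single point at 8.3 µM | Times: 10 min preincubation, 3 h with tracer, room temperature | Detection: Fluorescence polarization of the labelled Tn7 tracer | Controls: Aha-Tn7 high control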
KLK7 zymogen act – proKLK7 zymogen activators, primary screen, biochemical, fluorescence intensity; Kallikrein-7 (Homo sapiens), P49862; purified proKLK7, EDANS-DABCYL substrate fluorescence; 100% is mature enzyme control, 0% vehicle; activation, % at 7 µM; 370,000 compounds, 0.9% hits; AID 652039, 2013;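 active = activation above the mean of all tested compounds plus 3 SD, computed per campaign excluding outliers beyond control limits, cut at about 13% in these data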
Target sequence (P49862 whole entry, looked up): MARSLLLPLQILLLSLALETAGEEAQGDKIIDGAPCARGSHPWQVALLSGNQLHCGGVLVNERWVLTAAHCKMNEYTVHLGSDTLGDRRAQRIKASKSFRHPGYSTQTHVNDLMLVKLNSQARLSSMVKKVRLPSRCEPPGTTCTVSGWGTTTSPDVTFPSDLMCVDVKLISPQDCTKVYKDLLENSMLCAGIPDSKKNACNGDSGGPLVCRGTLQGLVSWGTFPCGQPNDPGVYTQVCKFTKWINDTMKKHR
NR1D1 modulator – modulators of Rev-erb alpha DNA binding, primary screen, biochemical, FITC-DNA, fluorescence polarization, uHTS; Nuclear receptor subfamily 1 group D member 1 (Homo sapiens), P20393; Rev-erbα–FITC-DNA binding, 90 min; activity, % at 10 µM; 370,000 compounds, 0.79% hits;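 active = activity above about 14%, limit read from the data; passing the limit was not always enough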;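 note: 0% = DMSO wells with 35 nM protein and 100% = DMSO wells with 750 nM protein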
Starred values were filed as active, the others as inactive; x = no result given. Rows were taken by chance; about 4.5% have a hit in one of these screens.

nr | molecule | ASAP1 GAP inh | Tn6 DDE FP | PLC-gamma1 inh | ARFGAP1 inhibitor | UHRF1 binding
1 | Cc1nc2c(C#N)cnn2c2c1CCN(Cc1ccccc1)N2C | -2 | -7 | -8 | 6 | 2
2 | O=C(c1ccc(-n2cncn2)c([N+](=O)[O-])c1)N1CCN(S(=O)(=O)c2c(F)cccc2F)CC1 | 8 | 1 | -1 | -9 | -3
3 | COc1ccccc1N1CCN(C(=O)CCC(=O)Nc2nnc(C(C)C)s2)CC1 | 7 | 1 | -2 | 11 | -1
4 | COc1ccc(NC(=O)CCc2nnc3ccc(NCc4ccc5c(c4)OCO5)nn23)cc1 | 16 | -9 | 0 | 5 | 0
5 | N/C(COc1ccc(Cl)cc1Cl)=N\NS(=O)(=O)c1ccccc1 | 2 | -1 | 0 | -5 | 1
6 | CCOC(=O)[C@H]1[C@H]2COc3ccc(Br)cc3[C@H]2N2C(=O)CNC(=O)[C@@]12C | -20 | -4 | -1 | -8 | -1
7 | O=C(c1c(F)cccc1F)N1CCC(n2nnc3cc(C(F)(F)F)ccc32)CC1 | -1 | 5 | 1 | -7 | -3
8 | NC(=S)N/N=C/c1cccc(Br)c1 | 7 | 0 | 1 | 3 | -4

nr | PLC-beta3 inh | sPLA2-III inh | Tn7 DDE FP | KLK7 zymogen act | NR1D1 modulator
1 | -18 | 2 | -3 | -1.8 | -6
2 | -3 | -4 | -4 | 0.2 | -7
3 | -6 | 3 | 0 | 0.4 | -5
4 | -5 | -18 | -4 | 0.7 | -11
5 | 1 | -37 | 3 | -0.3 | 4
6 | 0 | -8 | 2 | 0.0 | -5
7 | -8 | -2 | 7 | 0.4 | -7
8 | -4 | 11 | 4 | -0.8 | -7

Additional results:
nr | molecule | ASAP1 GAP inh | Tn6 DDE FP | PLC-gamma1 inh | ARFGAP1 inhibitor | UHRF1 binding
9 | COc1ccc(S(=O)(=O)NC(=O)C2(C)CCN2C(=O)CC2CC2)cc1 (configuration not stated) | 6 | 7 | 3 | -5 | 2
10 | COc1ccccc1/C=C/C=NC1C(=O)N(c2ccccc2)[N+](C)=C1C (configuration not stated) | 5 | 4 | -14 | 5 | 0
11 | COc1cc(S(=O)(=O)n2cnc(C)c2)ccc1Cl | -8 | 4 | -1 | 8 | -1
12 | COCc1cc(N2CCN(C(=O)OC(C)(C)C)C[C@H]2C)ccc1N1CCN(Cc2ccccc2)[C@H](C)C1 | -4 | 2 | -2 | -13 | 0
13 | COc1ccc(NS(=O)(=O)c2ccc(N/N=C(\C)c3ccncc3)c([N+](=O)[O-])c2)cc1 | 8 | -3 | 4 | 8 | 3
14 | Cc1c(NC(=O)c2nn3c(c2Br)NC(c2ccccc2)CC3C(F)(F)F)c(=O)n(-c2ccccc2)n1C (configuration not stated) | -5 | 4 | 0 | -8 | -2
15 | C[C@H](CO)N1C[C@H](C)[C@@H](CN(C)S(=O)(=O)c2cccs2)Oc2c(NS(=O)(=O)c3cn(C)cn3)cccc2C1=O | -24 | -3 | 4 | 11 | 4
16 | CCOc1ccc(CN2CCC(=O)NC2=O)cc1 | 6 | 0 | 2 | 10 | 4

nr | PLC-beta3 inh | sPLA2-III inh | Tn7 DDE FP | KLK7 zymogen act | NR1D1 modulator
9 | 1 | 14 | 0 | 0.0 | 4
10 | -27 | -4 | 1 | 1.9 | -3
11 | 1 | 1 | 4 | 0.4 | -2
12 | -5 | 4 | -2 | 0.6 | 8
13 | -1 | 17 | 7 | -0.2 | 4
14 | 3 | -2 | 3 | -0.2 | 1
15 | 0 | 7 | -6 | -0.6 | 0
16 | 7 | 2 | 1 | -0.2 | -6

Next part.
nr | molecule | ASAP1 GAP inh | Tn6 DDE FP | PLC-gamma1 inh | ARFGAP1 inhibitor | UHRF1 binding
17 | CSc1nc(-c2ccccc2)nn1C(=O)c1ccccc1 | -18 | -2 | 1 | 12 | 9
18 | Cc1cc(C(=O)c2cnc(/N=C/N(C)C)s2)cc(C)c1O | -11 | 2 | -18 | 4 | -2
19 | CC(=O)NCCNc1nc2cc(-c3cscc3C)sc2c(=O)n1C | 1 | -6 | -1 | 0 | 0
20 | CCC(C)C(=O)Nn1c(C2CC2)nc2cc(OC)c(OC)cc2c1=O (configuration not stated) | -7 | -3 | 0 | -3 | 15
21 | CC1(C(=O)NS(=O)(=O)c2ccc(Cl)cc2)CCN1C(=O)Cc1ccsc1 (configuration not stated) | 2 | 7 | 0 | 7 | 14
22 | CCCCn1c(N)c(N(CC(C)C)C(=O)c2cc(S(=O)(=O)N3CCCCC3)ccc2C)c(=O)[nH]c1=O | 1 | 1 | -2 | 0 | -2
23 | O=C(COC(=O)c1cc(=O)c2ccccc2o1)Nc1ccc2ccccc2c1 | 7 | -2 | -2 | 12 | 4
24 | CCCCCCn1c(N2CCN(c3cccc(Cl)c3)CC2)nc2c1c(=O)[nH]c(=O)n2C | -6 | -1 | 1 | 6 | -2

nr | PLC-beta3 inh | sPLA2-III inh | Tn7 DDE FP | KLK7 zymogen act | NR1D1 modulator
17 | 1 | 1 | 1 | 0.9 | 2
18 | -18 | 0 | 2 | 2.9 | -4
19 | -4 | 3 | -4 | 0.5 | 0
20 | -5 | 9 | 6 | -0.8 | -3
21 | 2 | -4 | -6 | 0.3 | -5
22 | -4 | 3 | -4 | 0.1 | 6
23 | -5 | 22* | -1 | -0.2 | -2
24 | 0 | 0 | -6 | 0.1 | 2

(list continues)
nr | molecule | ASAP1 GAP inh | Tn6 DDE FP | PLC-gamma1 inh | ARFGAP1 inhibitor | UHRF1 binding
25 | Cc1nc(C)c(C(=O)Nc2cccc(C)c2C)s1 | -3 | 3 | 5 | -2 | -1
26 | COc1ccccc1OCC(=O)NCC1CCCCC1 | -1 | 10 | 2 | 2 | -4
27 | Cc1ccc[n+](CC(=O)Nc2ccc([N+](=O)[O-])cc2Cl)c1 | 8 | 1 | 1 | 13 | 0
28 | NC(=O)CSc1nc(C23CC4CC(CC(C4)C2)C3)nc2ccccc12 | -11 | -1 | -2 | 7 | 2
29 | O=C(c1cc(-c2ccccc2)nn1-c1ccccc1)N1CCN(S(=O)(=O)c2cccc(F)c2)CC1 | -8 | 3 | 9.9* | 9 | 3
30 | COc1ccc(CN2C(=O)C(CC(=O)NCCN3CCOCC3)CC(C(=O)N3CCCCCC3)=C2C)cc1 (configuration not stated) | 6 | 4 | 1 | 10 | -2
31 | NC(=O)c1ccc(NC(=O)COC(=O)CCN2C(=O)c3ccccc3C2=O)cc1 | -12 | 3 | 0 | 4 | -2
32 | Cc1ccc(S(=O)(=O)NNC(=O)C2Cc3c(ccc4ccccc34)O2)cc1 (configuration not stated) | 0 | -3 | -6 | 0 | 2

nr | PLC-beta3 inh | sPLA2-III inh | Tn7 DDE FP | KLK7 zymogen act | NR1D1 modulator
25 | 4 | -3 | -1 | 0.3 | 0
26 | -1 | 4 | 2 | -0.3 | -3
27 | -1 | 0 | -4 | -0.5 | 1
28 | -1 | 1 | 4 | 0.2 | 5
29 | -7 | 12 | 4 | 0.0 | 3
30 | 2 | 0 | -5 | -0.3 | -5
31 | -4 | 2 | 1 | -0.3 | -7
32 | 1 | -66 | -3 | 0.5 | 0

The final 4 records of the section above open the next one:
nr | molecule | ASAP1 GAP inh | Tn6 DDE FP | PLC-gamma1 inh | ARFGAP1 inhibitor | UHRF1 binding
29 | O=C(c1cc(-c2ccccc2)nn1-c1ccccc1)N1CCN(S(=O)(=O)c2cccc(F)c2)CC1 | -8 | 3 | 9.9* | 9 | 3
30 | COc1ccc(CN2C(=O)C(CC(=O)NCCN3CCOCC3)CC(C(=O)N3CCCCCC3)=C2C)cc1 (configuration not stated) | 6 | 4 | 1 | 10 | -2
31 | NC(=O)c1ccc(NC(=O)COC(=O)CCN2C(=O)c3ccccc3C2=O)cc1 | -12 | 3 | 0 | 4 | -2
32 | Cc1ccc(S(=O)(=O)NNC(=O)C2Cc3c(ccc4ccccc34)O2)cc1 (configuration not stated) | 0 | -3 | -6 | 0 | 2
33 | Cc1csc(NC(=O)Cn2cnnn2)n1 | 0 | 1 | 4 | 1 | 2
34 | C=CCN1C(=O)[C@@H](CC(=O)NCc2ccc(OC)c(OC)c2)[C@]2(C(=O)OCC)CCCCC/C=C/12 | x | -2 | 1 | x | -1
35 | CCOc1ccc2c(c1)C(c1ccc(C)o1)=NNC(c1ccncc1)=N2 | -7 | 1 | -16 | 3 | -4
36 | COC(=O)CNc1cc(S(=O)(=O)N2CCCCC2)ccc1Oc1ccc(C(=O)OC)cc1 | -13 | -10 | 0 | -13 | 3
37 | O=C(CC1(CC(=O)N2CCOCC2)CCCC1)Nc1ccccc1 | 3 | 6 | 3 | -3 | 1
38 | O=C(c1ccccc1)N1CCN(C(=O)C23CC4CC(CC(C4)C2)C3)CC1 | 10 | 2 | -2 | 1 | -2
39 | Cc1ccc(SCCNC(=O)c2ccccc2)cc1 | 1 | 5 | 1 | -1 | -3
40 | CC(=O)N1CCc2cc(S(=O)(=O)CCC(=O)Nc3cc(C)cc(C)c3)ccc21 | 10 | 1 | 3 | 12 | -1

nr | PLC-beta3 inh | sPLA2-III inh | Tn7 DDE FP | KLK7 zymogen act | NR1D1 modulator
29 | -7 | 12 | 4 | 0.0 | 3
30 | 2 | 0 | -5 | -0.3 | -5
31 | -4 | 2 | 1 | -0.3 | -7
32 | 1 | -66 | -3 | 0.5 | 0
33 | 6 | 7 | 2 | -0.1 | -5
34 | -2 | -3 | 0 | 0.4 | 1
35 | -30 | -3 | 1 | -0.1 | -1
36 | -7 | -6 | 1 | -0.1 | -1
37 | -2 | -4 | -2 | 0.4 | 15
38 | 0 | -3 | 0 | 0.8 | 10
39 | 3 | -4 | -6 | -0.5 | -5
40 | -7 | 6 | -8 | -0.9 | 0
